Screening results deposited in PubChem BioAssay by several laboratories.
MEKK2mut PB1 HTS – signal of MEK5 binding to mutant human MEKK2 PB1 domain. bead flow cytometry, Alexa488-MEK5 binding to MEKK2 mutant. percent response, % at 10 µM. actives 0.35% (n = 290,000); in the data active = percent response above about 24%, passing the limit was not always enough; note: inactives centre near 1; some results filed as inactive read as strong as hits
SUMO HTRF inh – inhibitors of human SUMOylation (UBC9); inhibition, % at 35 µM; HTRF SUMOylation assay, SAE1/SAE2 + UBC9, in vitro; actives 0.36% (n = 290,000); in the data active = inhibition above about 50%, passing the limit was not always enough; note: strong numbers were not always called active
Target sequence (P63279 whole entry, looked up): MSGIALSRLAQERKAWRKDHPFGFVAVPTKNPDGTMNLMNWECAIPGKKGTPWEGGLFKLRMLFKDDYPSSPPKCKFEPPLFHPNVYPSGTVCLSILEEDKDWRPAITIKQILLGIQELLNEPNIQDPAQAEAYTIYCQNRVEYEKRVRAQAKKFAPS
IMP-1 inhibitor – blocks Pseudomonas aeruginosa IMP-1 metallo-beta-lactamase; purified IMP-1, nitrocefin hydrolysis, epi-absorbance fluorescence; inhibition, % at 5.6 µM; actives 0.45% (n = 290,000); AID 1556;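 active = inhibition above the mean plus 3 SD of all compounds in the same screening run, cut at about 4.5% in these data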;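 note: 0% = IMP-1 with DMSO and 100% = DMSO wells lacking enzyme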
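Assay system: purified recombinant IMP-1 beta-lactamase. Input: IMP-1 0.2 nM before substrate addition. Buffer or medium: Zinc- and detergent-supplemented HEPES buffer, pH 7.1. Schedule: 25 °C, 15 min preincubation, 25 min reaction. Signal: Epi-absorbance fluorescence, 480 nm excitation, 530 nm emission. Evaluation: percent inhibition from optical density relative to buffer-blank wells.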
FID counter – fluorescent intercalator displacement, NS3 helicase counter-screen; AID 1845; inhibition, % at 7.9 µM; actives 0.17% (n = 290,000); DNA fluorescent intercalator displacement, fluorescence; in the data active = inhibition above about 37%;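 note: 0% = vehicle and 100% = reference compound; higher means more ethidium bromide displaced from hairpin DNA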
NS3 helicase inh – HCV NS3 helicase inhibition; actives 0.56% (n = 290,000); NS3 helicase DNA unwinding, Cy5 molecular beacon fluorescence; inhibition, % at 10.9 µM;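 active = inhibition above the mean of all tested compounds plus 3 SD, set per campaign, cut at about 35% in these data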;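 note: 0% = DMSO wells and 100% = thioflavine S control wells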
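Material: hepatitis C virus NS3 helicase domain fragment enzyme; measured by: Cy5 fluorescence, 0 and 60 min reads; control set: DMSO and thioflavine S; incubation: 60 min unwinding reaction at 25 °C after ATP addition; read-out basis: % inhibition from 60/0 min fluorescence ratio, DMSO 0%, thioflavine S 100%; repeats: singlicate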
MEKK2wt PB1 HTS – raises or lowers MEK5 binding to wildtype human MEKK2 PB1 domain; Q9Y2U5; bead flow cytometry, Alexa488-MEK5 binding to MEKK2 WT; actives lie on both sides; binding response (% of control), % at 10 µM; actives 1.1% (n = 290,000); in the data active = binding response below about 67% or above about 130%
PfM18AAP inh – blocks P. falciparum M18 aspartyl aminopeptidase. recombinant PfM18AAP, H-Glu-NHMec fluorogenic cleavage. inhibition, % at 7.35 µM. actives 1.2% (n = 290,000). AID 1822;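 active = inhibition above the campaign mean inhibition over all tested compounds plus 3 SD, cut at about 28% in these data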;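 note: 0% = plate median of test compound wells and 100% = 2 mM ZnCl2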
NALP1 yeast inh – blocks the NALP1 inflammasome reconstituted in yeast. S. cerevisiae NALP1/ASC/caspase-1 growth, X-gal OD620, 72 h. AID 2071. actives 0.61% (n = 280,000). inhibition, % at 10 µM; in the data active = inhibition mostly above about 24%, no sharp cut-off; inactive = mostly below about 32%; note: some compounds called inactive have numbers as strong as hits
VIM-2 inhibitor – blocks Pseudomonas aeruginosa VIM-2 metallo-beta-lactamase | actives 0.89% (n = 290,000) | inhibition, % at 5.6 µM | purified VIM-2, nitrocefin hydrolysis, epi-absorbance fluorescence;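 active = inhibition above the mean of all tested compounds plus 3 SD, cutoff set per screening run, cut at about 7.5% in these data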;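 note: red hydrolysis product quenches plate fluorescence so inhibitors raise well fluorescence; 0% = enzyme with DMSO and 100% = DMSO without enzyme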
An asterisk follows results filed as active; / = no result given.

Results follow in this order: MEKK2mut PB1 HTS	SUMO HTRF inh	IMP-1 inhibitor	FID counter	NS3 helicase inh	MEKK2wt PB1 HTS	PfM18AAP inh	NALP1 yeast inh	VIM-2 inhibitor
Cc1nnc(NC(=O)Nc2ccc(Cl)c(Cl)c2)s1
  -1.0	-17.3	-4.8	-5.5	0.8	95.0	-1.4	6.9	-5.0
Nc1nc(SCC(=O)N2CCOCC2)[nH]c(=O)c1-c1ccccc1
  -5.0	18.0	-0.3	1.8	5.9	94.0	5.8	-3.4	-2.5
S=C(NCC1COc2ccccc2O1)Nc1ccc(Br)cc1 (stereo not drawn)
  -2.0	-28.4	-3.3	3.6	-10.8	109.0	2.1	14.0	-5.0
CCN(C(=O)CSc1ncccc1C(=O)O)C1CCCCC1
  -1.0	-1.9	-3.3	-1.1	-0.1	96.0	2.5	-12.5	-2.6
CCOCCCNC(=O)C(NC(=O)Cc1c[nH]c2ccccc12)c1ccccc1 (stereo not drawn)
  0.0	5.9	-2.9	-12.0	-2.9	98.0	1.0	-5.4	-3.8
CN(CCc1nc2ccc(Cl)cc2[nH]1)Cc1nc(CC2CC2)no1
  8.0	13.6	-4.4	-15.0	-0.2	102.0	5.0	-5.5	-2.5
Cc1cc(/C=c2\sc3nc4ccccc4n3c2=O)c(C)n1-c1ccc(C(=O)O)cc1
  -2.0	18.0	-2.6	-30.9	16.9	102.0	12.4	3.3	6.5
O=C(COc1ccc(C(=S)N2CCOCC2)cc1Cl)Nc1ccccc1Cl
  -2.0	3.4	-0.2	-8.5	-21.9	99.0	42.2*	6.1	-1.0
COC(=O)Cn1nnc(N2CCOCC2)n1
  5.0	15.9	-3.4	2.1	-9.5	102.0	1.2	-6.9	-5.0
C(=N\Nc1ccc2nncn2n1)/c1ccccn1
  -5.0	2.8	-1.6	-2.4	-7.5	95.0	41.0*	-7.0	-2.0
O=C(COC(=O)Cn1nnc2ccccc21)NC1CCCC1
  -2.0	6.1	-1.4	-3.5	-9.0	101.0	5.6	12.2	-1.5
COc1ccc(CN2CCN(Cc3ccc(C(F)(F)F)cc3)CC2)c(OC)c1
  13.0	7.3	0.5	23.7	-36.7	118.0	1.7	23.7	-0.7
COc1ccccc1N1CCN(C(=O)CSc2nc3ccccc3nc2N2CCC(C)CC2)CC1
  -6.0	-5.3	0.3	-30.4	-22.3	88.0	-8.2	20.5	-1.0
Cc1ccc(OC(C)C(=O)N(C)Cc2ccccc2)c([N+](=O)[O-])n1 (stereo not drawn)
  12.0	0.9	-3.4	-4.7	-2.9	102.0	-3.3	6.7	-3.1
CC(C)CN(CC(C)C)C(=O)c1cc(S(=O)(=O)N2CCCCC2)c[nH]1
  -5.0	5.6	-2.0	-43.8	0.8	96.0	0.5	-0.6	-1.0
O=C(O)c1ccc(Cl)c(S(=O)(=O)Nc2ccc(OCc3ccccc3)cc2)c1
  -4.0	11.7	-3.3	-20.0	-1.4	90.0	4.4	8.4	-2.1
Cc1c([N+](=O)[O-])c(C/C=N/O)nn1C
  -1.0	3.6	-0.8	-4.4	-4.7	97.0	-8.8	10.8	0.3
CCN=c1scc(-c2ccco2)n1/N=C/c1ccc(O)cc1
  -3.0	18.7	-2.4	1.5	3.9	90.0	-4.2	2.0	-5.0
COC(=O)CC1C(=O)NCCN1C(=S)Nc1cc(C)cc(C)c1 (stereo not drawn)
  -2.0	15.5	-0.8	0.2	-8.3	93.0	-4.0	16.8	-1.8
COc1ccc(Oc2cccc(Cl)c2CNC(=O)c2ccccc2C(=O)O)cc1
  -9.0	1.4	1.8	5.3	-6.6	96.0	-2.2	7.4	0.0
CCOC(=O)C1CCN(c2nc3cc(OC)ccc3cc2C#N)CC1
  -2.0	24.2	-0.3	-6.4	8.2	92.0	4.3	8.6	0.5
COc1cccc(/C=N/NC(=O)c2ccoc2C)c1
  -28.0	18.6	-0.4	-5.4	-0.2	82.0	-21.8	35.5*	-0.9
Cn1c(N)c(C(=O)COc2ccc(Cl)cc2Cl)c(=O)n(C)c1=O
  -10.0	9.4	-3.8	-0.4	4.7	85.0	0.1	12.0	-1.8
COc1ccc(-n2nc(C(N)=O)c(O)cc2=O)cc1
  -1.0	12.8	-2.3	-5.5	3.6	91.0	-0.3	21.4	-1.2
Cc1ccc(N(Cc2cc3cccc(C)c3[nH]c2=O)S(=O)(=O)c2ccccc2)c(C)c1
  -3.0	1.5	-0.2	-26.7	-8.5	96.0	-10.4	18.1	0.8
Cc1cccc(OC2(c3ccccc3)OC(=O)c3ccccc32)c1C (stereo not drawn)
  3.0	10.2	-3.2	-8.3	-9.9	102.0	0.7	1.6	-0.4
COc1ccc(N(C(=O)c2cccnc2)S(=O)(=O)c2cc(OC)ccc2OC)cc1
  9.0	6.7	-2.4	-27.6	-0.1	107.0	-4.1	13.0	-2.5
CCCCn1nnc(NC(=O)c2ccc(-c3ccccc3)cc2)n1
  -12.0	-3.6	-1.5	-10.8	-1.7	94.0	-3.0	43.8	-2.0
O=C1c2c([N+](=O)[O-])cc([N+](=O)[O-])cc2S(=O)N1Cc1ccccc1 (stereo not drawn)
  -9.0	7.0	-2.3	-0.5	-5.3	89.0	52.3*	12.2	-4.4
CCCc1cc(=O)[nH]c(SCc2nc3ccccc3s2)n1
  0.0	13.3	-0.6	-32.5	15.8	101.0	-4.7	6.1	2.0
O=C(NC1CCCCCC1)c1ccc(=O)n(Cc2ccccc2)n1
  -7.0	15.0	-2.2	-37.7	-1.4	100.0	2.5	1.4	-2.2
COC(=O)c1ccc(Cn2nnc3c(=O)[nH]c(C4CCCN(S(=O)(=O)c5ccc(C)cc5)C4)nc32)cc1 (stereo not drawn)
  2.0	21.6	0.8	-22.2	2.3	102.0	-7.6	0.0	-1.2
COCCn1c(=S)[nH]c2ncccc2c1=O
  1.0	25.4	-2.6	-1.6	-1.3	100.0	7.1	-9.1	-1.6
CCCCc1nnc(NC(=O)CSc2nc(O)c(-c3ccccc3)c(=O)[nH]2)s1
  533.0*	-7.1	-2.8	-12.9	-0.9	/	3.3	24.2	-1.8
COc1ccccc1CNC(=O)C1CCCCN1S(=O)(=O)c1ccccc1 (stereo not drawn)
  5.0	2.8	-1.5	-29.6	-4.8	101.0	3.9	13.8	-3.7
CCOC(=O)c1sc(=S)n(-c2ccccc2)c1C
  5.0	8.4	-2.2	-3.4	4.9	103.0	-4.2	4.1	-4.3
CCOCCCN(C(=O)c1snc(C(N)=O)c1N)C(C(=O)NC1CCCC1)c1ccc(F)cc1 (stereo not drawn)
  -1.0	4.6	-1.2	-31.2	0.3	107.0	-0.6	-6.0	-0.1
CN(C)CCCOC(=O)c1cc2ccccc2o1
  4.0	11.5	-2.8	0.8	0.8	103.0	-11.6	0.9	-3.9
CCOc1ccccc1NC(=O)C1C2CCC3C(CCC21)C3(Cl)Cl (stereo not drawn)
  -9.0	-8.7	-0.8	-16.2	-6.4	97.0	8.9	-5.4	-0.2
Cc1onc(-c2c(F)cccc2Cl)c1C(=O)N=C(N)N1CCCC1
  -7.0	5.4	-0.8	-7.5	11.6	92.0	-0.2	/	-1.0
O=C(CS(=O)CC(=O)Nc1cccnc1)Nc1ccc(F)cc1 (stereo not drawn)
  -3.0	-0.9	-1.7	-0.9	-2.5	99.0	-5.8	10.5	-1.9
Cc1nnc(NC(=O)CN2CCN(Cc3c(Cl)cccc3Cl)CC2)s1
  1.0	6.5	-3.0	-7.4	-6.3	102.0	0.5	4.8	-1.1
Cc1ccc2nc(CCc3nc4ccc(C)cc4[nH]3)[nH]c2c1
  14.0	2.2	-3.1	9.0	-13.8	115.0	-5.0	-29.2	-3.5
Cc1sc2nc(CN3CCC(C)CC3)nc(Cl)c2c1C
  6.0	0.3	-1.8	-0.3	8.2	111.0	2.7	41.2	-1.5
O=C(CSc1nnc(-c2ccccc2)o1)n1c2c(c3ccccc31)CCCC2
  2.0	-0.9	-5.5	-1.2	0.0	95.0	0.7	-21.9	0.7
COc1cc2c(cc1OC)C1CC(=O)C(CC(C)C)CN1CC2 (stereo not drawn)
  -1.0	-1.4	-1.8	-37.4	-5.7	98.0	16.9	10.0	1.6
CC1CCC(NC(=O)CCCCn2c(=O)[nH]c3ccsc3c2=O)CC1 (stereo not drawn)
  -4.0	-0.4	-0.5	-28.1	0.0	98.0	-16.7	7.0	1.6
COC(=O)c1c(C(=O)OC)c(-c2cccc(Cl)c2)n2c1CS(=O)C2 (stereo not drawn)
  -3.0	18.2	-2.7	-5.5	0.1	99.0	-1.6	15.9	2.4
Cc1[nH]c(=O)[nH]c(=O)c1S(=O)(=O)N1CCCC(C(=O)NCc2ccccc2Cl)C1 (stereo not drawn)
  -3.0	13.5	-0.6	1.3	1.6	88.0	0.5	27.6	-4.5

An excerpt from above, limited to PfM18AAP inh, MEKK2wt PB1 HTS and NALP1 yeast inh:
Molecule	PfM18AAP inh	MEKK2wt PB1 HTS	NALP1 yeast inh
CC1CCC(NC(=O)CCCCn2c(=O)[nH]c3ccsc3c2=O)CC1 (stereo not drawn)	-16.7	98.0	7.0
Cc1[nH]c(=O)[nH]c(=O)c1S(=O)(=O)N1CCCC(C(=O)NCc2ccccc2Cl)C1 (stereo not drawn)	0.5	88.0	27.6
COC(=O)c1c(C(=O)OC)c(-c2cccc(Cl)c2)n2c1CS(=O)C2 (stereo not drawn)	-1.6	99.0	15.9
COc1cc2c(cc1OC)C1CC(=O)C(CC(C)C)CN1CC2 (stereo not drawn)	16.9	98.0	10.0

Outcome played no part in choosing rows. Share with any hit: about 4.7%.
